Screens from PubChem.
TDP2 inh: TDP2 (human) inhibition, absorbance primary screen | O95551 | AID 720702 | recombinant TDP2, T5PNP hydrolysis, p-nitrophenol absorbance 415 nm | inhibition, % at 12.8 µM | hit rate 0.34% among 370,000;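 active = inhibition above the mean of all tested compounds plus 3 SD, set per campaign, cut at about 25% in these data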;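 also: 0% = DMSO with enzyme and 100% = buffer with substrate but no TDP2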
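Evaluation: % inhibition relative to enzyme-containing and enzyme-free wells. Material: recombinant human TDP2. Benchmarks: enzyme-free and DMSO wells. Timing: enzyme reaction with compound for 2 h at 37 °C. Compound dosing: 12.8 µM only. Measured by: p-Nitrophenol epi absorbance. Reagent: T5PNP substrate at 5 mM, a TopII-DNA adduct mimic. Replication: single well per compound.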
ADAM17 inh: ADAM17 inhibition, QFRET primary screen; recombinant ADAM17, EDANS/DABCYL FRET peptide cleavage; inhibition, % at 6.95 µM; hit rate 0.83% among 370,000;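 active = inhibition above the mean of compounds lying between control limits plus 3 SD, set per campaign, cut at about 8.5% in these data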;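 also: 0% = DMSO-only wells as the low control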
Target sequence (P78536 215-824 limits assumed): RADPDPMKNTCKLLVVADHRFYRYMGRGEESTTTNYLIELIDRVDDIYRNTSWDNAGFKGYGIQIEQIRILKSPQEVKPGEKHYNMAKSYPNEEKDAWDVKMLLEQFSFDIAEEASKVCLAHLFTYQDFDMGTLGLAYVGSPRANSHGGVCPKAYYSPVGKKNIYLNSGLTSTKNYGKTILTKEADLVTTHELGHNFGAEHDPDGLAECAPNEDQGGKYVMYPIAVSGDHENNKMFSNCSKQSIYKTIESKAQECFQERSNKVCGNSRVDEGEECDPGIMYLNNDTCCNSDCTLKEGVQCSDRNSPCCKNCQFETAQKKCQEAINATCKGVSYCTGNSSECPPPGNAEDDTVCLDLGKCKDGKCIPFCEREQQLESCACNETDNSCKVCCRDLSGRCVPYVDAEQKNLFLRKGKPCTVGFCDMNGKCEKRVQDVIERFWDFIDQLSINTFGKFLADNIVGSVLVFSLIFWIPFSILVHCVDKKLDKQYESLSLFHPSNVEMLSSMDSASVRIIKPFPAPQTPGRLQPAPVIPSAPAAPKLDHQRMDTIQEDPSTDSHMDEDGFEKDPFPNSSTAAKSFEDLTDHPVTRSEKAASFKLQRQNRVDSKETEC
PLC-gamma1 inh: PLC-gamma1 (human) inhibition, primary screen | AID 720700 | P19174 | purified PLC-gamma1, fluorogenic substrate, fluorescence | hit rate 0.84% among 370,000 | inhibition, % at 12.2 µM; in the data active = inhibition above about 9.5%
LEDGF integ inh: blocks HIV-1 LEDGF/p75-dependent DNA integration; TR-FRET IN-LEDGF/p75 DNA integration, Eu/Cy5; AID 743269; hit rate 0.64% among 370,000; inhibition, % at 3.7 µM;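 active = inhibition above the screen-wide mean plus 3 SD, cut at about 13% in these data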;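 also: signal is the Cy5 over europium emission ratio at 671 and 618 nm; 0% = plate median of compound wells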
DDE Tn6 FP inh: DD(E)-Tn6 binding inhibition, primary FP screen. P02675. inhibition, % at 8.3 µM. AID 720509. hit rate 0.21% among 370,000. Fibrin DD(E) TRITC-Tn6 fluorescence polarization displacement;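 active = inhibition above a per-campaign cutoff: mean of compounds within control limits plus 3 SD, cut at about 15% in these data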;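 also: 0% = median of all compound wells on the plate and 100% = blocking peptide control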
KLK7 zymogen act: activators of human kallikrein-7 zymogen | AID 652039 | purified proKLK7, EDANS-DABCYL substrate fluorescence; 100% is mature enzyme control, 0% vehicle | hit rate 0.9% among 370,000 | activation, % at 7 µM | P49862;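 active = activation above the mean of all tested compounds plus 3 SD, computed per campaign excluding outliers beyond control limits, cut at about 13% in these data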
Target sequence (P49862 whole entry, looked up): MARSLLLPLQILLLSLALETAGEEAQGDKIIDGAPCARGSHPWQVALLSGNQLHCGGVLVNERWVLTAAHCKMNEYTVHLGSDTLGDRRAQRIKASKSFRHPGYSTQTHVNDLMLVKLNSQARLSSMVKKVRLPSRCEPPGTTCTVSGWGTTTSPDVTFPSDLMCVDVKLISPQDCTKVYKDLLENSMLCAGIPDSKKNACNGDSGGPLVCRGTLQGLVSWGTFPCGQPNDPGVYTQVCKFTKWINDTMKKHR
Tn7 DDE FP: inhibitors of Tn7 peptide binding to human fibrin DD(E); hit rate 0.13% among 370,000; AID 720508; FP displacement of FITC-Tn7 peptide from fibrin DD(E); 0% = median of compound wells per plate; inhibition, % at 8.3 µM; P02675;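 active = inhibition above the mean of compounds falling within the control limits plus 3 SD of them, cut at about 14% in these data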;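 also: 0% = plate median of compound wells and 100% = 10 µM Aha-Tn7 peptide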
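Measure: % inhibition scaled between sample-field median and high-control FP; Test system: human fibrin DD(E); Quantity: 2 µM final DD(E) protein; Doses: one dose, 8.3 µM nominal; Schedule: compound with protein 10 min, then 3 h after probe, room temperature; Detection: fluorescence polarization; Medium: Tris buffer with calcium and detergent, pH 7.8.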
ASAP1 GAP inh: inhibitors of human ASAP1 ArfGAP activity; Q9ULH1; ASAP1-stimulated ARF1 GTP hydrolysis, GDP FP detection; hit rate 0.19% among 360,000; inhibition, % at 16.5 µM; in the data active = inhibition above about 25%;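 also: 0% = vehicle with enzyme and substrate and 100% = no enzyme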
ADAM10 inh: inhibitors of human ADAM10; O14672; recombinant ADAM10, EDANS/DABCYL FRET peptide cleavage, 3 h; inhibition, % at 7 µM; hit rate 0.62% among 370,000;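 active = inhibition above a per-campaign cutoff equal to the mean of compounds falling between control-based bounds plus 3 SD, cut at about 20% in these data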;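 also: 0% = DMSO wells while the 100% control is not disclosed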
ARFGAP1 inh: inhibitors of rat ARFGAP1; Q62848; Arfgap1-stimulated ARF1 GTP hydrolysis, GDP FP detection; inhibition, % at 16.5 µM; hit rate 0.26% among 360,000;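 active = inhibition above a per-plate limit, mean inhibition of low control wells plus 3 SD, cut at about 25% in these data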;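 also: 0% = DMSO wells with enzyme and 100% = wells lacking Arfgap1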
Target sequence (Q62848 1-136 limits assumed): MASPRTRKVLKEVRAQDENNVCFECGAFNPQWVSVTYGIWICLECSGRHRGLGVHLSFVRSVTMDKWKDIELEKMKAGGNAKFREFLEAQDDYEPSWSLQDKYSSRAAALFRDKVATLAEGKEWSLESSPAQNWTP
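Replicates: Single well per compound | Assay system: Truncated rat Arfgap1 GAP domain | Control set: No-Arfgap1 wells (100%) versus DMSO full-reaction wells (0%) | Times: Enzyme reaction 120 min at 25 °C after 20 min preincubation | Reagent: Human ARF1(Δ1-17)-GTP substrate | Measured by: Tracer-displacement fluorescence polarization with EDTA stop, 620/688 nm | Measure: Percent inhibition of Arfgap1-stimulated GTP hydrolysis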
An asterisk follows results filed as active; i = inactive.

1) CCn1cnc2c1c(=O)n(CC(=O)Nc1ccc(C(N)=O)cc1)c(=O)n2Cc1ccccc1
2) Cc1nn(CC(=O)Nc2ccc(C(C)C)cc2)c(C)c1[N+](=O)[O-]
3) Cc1nc(CN(C)Cc2nc(Cc3cccc(F)c3)no2)cs1
4) CC(C)c1[nH]nc2c1C(c1cccnc1)C(C#N)=C(N)O2 (configuration not stated)
5) COc1ccc(-c2ccc3nnc(SCC(=O)NCC4CCCO4)n3n2)cc1 (configuration not stated)
6) CCc1ccccc1OCC(=O)Nc1cc(S(=O)(=O)N2CCOCC2)ccc1N1CCCCC1
7) O=C(N/N=C/c1ccco1)c1ccn[nH]1
8) O=C(O)C1CCCN(C(=O)NCc2ccccc2)C1 (configuration not stated)
9) CCC(=O)NC(NC(=O)CC)C(Cl)Cl
10) CC(C)C(C)(C#N)NC(=O)CSc1nncn1-c1ccccc1 (configuration not stated)
Compound	1	2	3	4	5	6	7	8	9	10
PLC-gamma1 inh	-1	0	-1	-5	i	0	-3	1	0	-6
Tn7 DDE FP	-6	1	0	-1	-6	-4	1	-1	7	-1
DDE Tn6 FP inh	0	-5	2	-2	5	-15	3	5	9	1
ADAM17 inh	-6	0	-2	-1	-137	-1	-2	-5	-2	2
KLK7 zymogen act	0.1	-0.1	0.8	0.0	22*	0.1	0.0	-0.7	0.5	-1.1
ADAM10 inh	-8	3	6	1	i	-16	-14	-1	8	2
LEDGF integ inh	1	-2	-6	-6	2	-7	-6	1	0	0
TDP2 inh	11	4	-10	2	-10	-13	-5	2	3	-6
ARFGAP1 inh	17	5	-12	0	7	10	-10	-8	8	-16
ASAP1 GAP inh	-2	2	-3	-20	-6	-9	11	2	5	-6

11) O=C(c1cn(-c2ccccc2)nc1-c1cccnc1)N1CCN(S(=O)(=O)c2ccc(Cl)cc2)CC1
12) COc1ccccc1C(=O)N1CCCC(c2nc(-c3cc(OC)c(OC)c(OC)c3)no2)C1 (configuration not stated)
13) CCOc1ccc(S(=O)(=O)NCCCN2CCCC2=O)cc1
14) Cc1cc(F)ccc1NC(=O)c1ccc(NS(=O)(=O)c2cccs2)cc1
15) CCOC(OCC)c1cc2ccccc2cn1
16) O=C(N/N=C/c1ccc2c(c1)OCO2)c1cc(-c2ccncc2)nc2ccccc12
17) COc1ccc(C2CC(=O)Oc3ccc(OC)cc32)cc1 (configuration not stated)
18) Cc1cccc(-c2cc3c(N=O)c4ccccc4c-3n[nH]2)c1
19) COc1ccc(S(=O)(=O)Nc2cccc(/C=C/C(=O)O)c2)cc1
20) CCC(Oc1ccc(C)cc1)C(=O)Nc1ccc2c(c1)n(C)c(=O)n2C (configuration not stated)
Compound	11	12	13	14	15	16	17	18	19	20
PLC-gamma1 inh	-1	4	0	-2	2	-1	-1	2	0	-2
Tn7 DDE FP	0	0	0	3	11	-6	5	3	-5	4
DDE Tn6 FP inh	8	-1	2	-6	-1	2	-3	-13	6	0
ADAM17 inh	-1	-3	0	2	-4	4	-5	1	-1	-6
KLK7 zymogen act	-0.1	0.5	0.0	-0.1	-0.5	2.1	-0.6	-0.1	-0.6	0.3
ADAM10 inh	-2	-5	-2	-3	5	11	-8	0	4	0
LEDGF integ inh	-1	-1	-8	-2	-2	1	0	-2	0	1
TDP2 inh	-6	11	-6	-2	-4	1	3	12	4	-6
ARFGAP1 inh	4	8	-1	-13	3	14	-3	9	-1	9
ASAP1 GAP inh	-7	6	-2	-7	0	3	2	10	10	1

An excerpt of these results, as a markdown table.
| entry | canonical_smiles | PLC-gamma1 inh | Tn7 DDE FP | DDE Tn6 FP inh | ADAM17 inh | KLK7 zymogen act | ADAM10 inh | LEDGF integ inh | TDP2 inh | ARFGAP1 inh | ASAP1 GAP inh |
| --- | --- | --- | --- | --- | --- | --- | --- | --- | --- | --- | --- |
| 14 | Cc1cc(F)ccc1NC(=O)c1ccc(NS(=O)(=O)c2cccs2)cc1 | -2 | 3 | -6 | 2 | -0.1 | -3 | -2 | -2 | -13 | -7 |
| 15 | CCOC(OCC)c1cc2ccccc2cn1 | 2 | 11 | -1 | -4 | -0.5 | 5 | -2 | -4 | 3 | 0 |
| 16 | O=C(N/N=C/c1ccc2c(c1)OCO2)c1cc(-c2ccncc2)nc2ccccc12 | -1 | -6 | 2 | 4 | 2.1 | 11 | 1 | 1 | 14 | 3 |
| 17 | COc1ccc(C2CC(=O)Oc3ccc(OC)cc32)cc1 (configuration not stated) | -1 | 5 | -3 | -5 | -0.6 | -8 | 0 | 3 | -3 | 2 |
| 18 | Cc1cccc(-c2cc3c(N=O)c4ccccc4c-3n[nH]2)c1 | 2 | 3 | -13 | 1 | -0.1 | 0 | -2 | 12 | 9 | 10 |

Next section
21) N=C1C(c2ccccc2)=C(O)CN1c1ccccc1N1CCOCC1
22) CCn1ncc(Br)c1C(=O)Nc1sc2c(c1C(=O)OC)CCC2
23) COc1ccc(/C=N/N=C2\SCC(=O)N2c2c(C)n(C)n(-c3ccccc3)c2=O)cc1OC
24) O=C(Nc1ccc(NC(=O)c2sc3ccccc3c2Cl)cc1Cl)c1ccco1
25) CC(C)N1C(=O)CCC1C(=O)NCc1cccs1 (configuration not stated)
26) COC(=O)C1C(O)=CC(=O)CC1C (configuration not stated)
27) COC(=O)c1ccc(/C=N/NC(=O)C2CC(=O)N(c3ccc(OC)cc3)C2)cc1 (configuration not stated)
28) CCOc1ccc(CCNC(=O)CCNC(=O)c2ccccc2Cl)cc1OCC
29) CCCCCCN1C[C@@H](O)[C@H](n2cc(COC(=O)c3ccccc3)nn2)C[C@@H]1c1ccc(C)cc1
30) O=C(/C=C/c1ccc2c(c1)OCO2)Nc1c(C(=O)O)[nH]c2ccccc12
Compound	21	22	23	24	25	26	27	28	29	30
PLC-gamma1 inh	4	-4	-14	-32	1	2	0	0	1	-2
Tn7 DDE FP	0	0	-1	-6	0	-5	4	-1	-7	-1
DDE Tn6 FP inh	-1	3	2	-2	6	-11	3	0	-4	-9
ADAM17 inh	4	-4	1	-11	-1	-2	2	-4	2	-2
KLK7 zymogen act	-0.6	0.3	0.2	-0.7	-0.4	0.3	0.7	-0.1	-0.6	-0.1
ADAM10 inh	-3	3	2	-16	-9	-3	6	3	-10	-10
LEDGF integ inh	3	-8	0	-5	-5	2	4	1	-3	-2
TDP2 inh	-2	-20	14	7	-11	3	1	19	-3	-4
ARFGAP1 inh	5	3	-1	0	4	11	8	-7	5	6
ASAP1 GAP inh	0	-5	12	-1	13	3	-17	-1	-3	-4

31) Cc1cc(C(=O)CCC(=O)N(C)CC2COc3ccccc3O2)c(C)s1 (configuration not stated)
32) c1ccc(C2NCCn3cccc32)cc1 (configuration not stated)
33) CC1CN(C(=O)CCC(=O)NC2CCCCC2)c2ccccc2S1 (configuration not stated)
34) COc1cc(OC)c(OC)cc1/C=N/Nc1ncnc2c1[nH]c1ccccc12
35) COCC(C)n1c(C)cc(C(=O)CN2C(=O)NC3(CCCCC3C)C2=O)c1C (configuration not stated)
36) Cc1ccccc1NC(=O)Cn1nnc(-c2ccc(N3CCOCC3)cc2)n1
37) COc1ccc(N2CCN(c3nc4c(c(=O)[nH]c(=O)n4C)n3Cc3cccc(C)c3)CC2)cc1
38) Cc1cc(/C(N)=N/OC(=O)Nc2cccc(C(F)(F)F)c2)no1
39) CC1(NC(=O)N2CCOCC2)CCS(=O)(=O)C1 (configuration not stated)
40) COc1ccccc1C1C2=C(CC(C)(C)CC2=O)Nc2nnnn21 (configuration not stated)
Compound	31	32	33	34	35	36	37	38	39	40
PLC-gamma1 inh	-4	-9	-6	-42	0	3	-2	0	0	-5
Tn7 DDE FP	6	0	-1	-6	1	-1	4	8	-8	-4
DDE Tn6 FP inh	0	-1	7	-3	-1	4	6	3	1	-1
ADAM17 inh	2	-1	-7	-8	1	-1	0	-3	-3	-7
KLK7 zymogen act	-0.6	1.2	0.1	-3.3	-0.6	0.1	-0.6	0.8	0.2	15*
ADAM10 inh	-1	-3	-17	-34	4	3	-1	-3	-7	-28
LEDGF integ inh	-1	-3	1	7	-1	4	-3	-2	1	1
TDP2 inh	-1	-11	0	8	-10	11	-14	12	1	-8
ARFGAP1 inh	-5	14	-1	-4	7	5	-6	-2	4	2
ASAP1 GAP inh	3	9	-1	1	8	3	-6	0	-12	-3

41) COCC1CCN(C(=O)C2CCC(=O)N(C3CCCCCC3)C2)CC1 (configuration not stated)
42) O=C(Cc1ccc(Br)cc1)Nc1ccccc1N1CCCC1
43) O=C(NCc1cc([N+](=O)[O-])ccc1O)c1cccnc1Sc1ccc(Cl)cc1
44) Cc1ccccc1COC(=O)CCC1=NS(=O)(=O)c2ccccc2N1
45) CCOC(=O)c1cnc(SCCN2CCOCC2)nc1N
46) CCOC(=O)C1=C(CNCCc2ccc(Cl)cc2)NC(=O)NC1c1ccc2c(c1)OCO2 (configuration not stated)
Compound	41	42	43	44	45	46
PLC-gamma1 inh	0	0	6	-1	-1	0
Tn7 DDE FP	-8	-2	-2	-3	4	2
DDE Tn6 FP inh	-2	1	-4	1	4	1
ADAM17 inh	-4	-5	1	-3	-1	1
KLK7 zymogen act	-0.1	0.1	0.7	-0.5	0.3	-0.5
ADAM10 inh	0	-5	4	5	-1	11
LEDGF integ inh	5	-1	5	2	2	-4
TDP2 inh	7	-2	-4	7	1	6
ARFGAP1 inh	5	4	-2	-9	0	3
ASAP1 GAP inh	2	1	11	-1	-11	13
